C2C12 statin = suppressors of statin myotoxicity in C2C12 myotubes, primary screen, cell-based, single point, plate reader | C2C12 myotubes + simvastatin, ATP luminescence, 48 h; scaled: DMSO 0, geranylgeraniol control 100 | rescue of ATP level, % at 7.49 µM | 330,000 compounds, 0.78% hits;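 active = mean ATP rescue above about 67%, or every replicate alone reaching that limit, limit read from the data, passing the limit was not always enough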;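 also: myotubes were challenged with 10 µM simvastatin during compound exposure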
SIRT5 inh = SIRT5 desuccinylase inhibitors, primary screen, biochemical, fluorescence imaging, single point, set 5 | NAD-dependent protein deacylase sirtuin-5, mitochondrial (Homo sapiens), Q9NXA8 | Purified SirT5, succinyl-peptide AMC, trypsin-coupled fluorescence | inhibition, % at 15 µM | 330,000 compounds, 1.1% hits | AID 652115, 2013; in the data active = inhibition above about 15%
ERAP1 HTS inh = human ERAP1 aminopeptidase inhibitors, primary screen, biochemical, single point, plate reader. 340,000 compounds, 0.15% hits. inhibition, % at 10.7 µM. AID 652197, 2013. Endoplasmic reticulum aminopeptidase 1 (Homo sapiens), Q9NZ08. recombinant ERAP1, Leu-AMC fluorescence, 60 min;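 active = mean replicate inhibition of at least 30%, or all replicates individually reaching that 30% level; inactive = mean below 30% and not every replicate reaching it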;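 also: 0% = neutral control wells and 100% = L-leucinethiol positive control wells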
Target sequence (Q9NZ08 whole entry, looked up): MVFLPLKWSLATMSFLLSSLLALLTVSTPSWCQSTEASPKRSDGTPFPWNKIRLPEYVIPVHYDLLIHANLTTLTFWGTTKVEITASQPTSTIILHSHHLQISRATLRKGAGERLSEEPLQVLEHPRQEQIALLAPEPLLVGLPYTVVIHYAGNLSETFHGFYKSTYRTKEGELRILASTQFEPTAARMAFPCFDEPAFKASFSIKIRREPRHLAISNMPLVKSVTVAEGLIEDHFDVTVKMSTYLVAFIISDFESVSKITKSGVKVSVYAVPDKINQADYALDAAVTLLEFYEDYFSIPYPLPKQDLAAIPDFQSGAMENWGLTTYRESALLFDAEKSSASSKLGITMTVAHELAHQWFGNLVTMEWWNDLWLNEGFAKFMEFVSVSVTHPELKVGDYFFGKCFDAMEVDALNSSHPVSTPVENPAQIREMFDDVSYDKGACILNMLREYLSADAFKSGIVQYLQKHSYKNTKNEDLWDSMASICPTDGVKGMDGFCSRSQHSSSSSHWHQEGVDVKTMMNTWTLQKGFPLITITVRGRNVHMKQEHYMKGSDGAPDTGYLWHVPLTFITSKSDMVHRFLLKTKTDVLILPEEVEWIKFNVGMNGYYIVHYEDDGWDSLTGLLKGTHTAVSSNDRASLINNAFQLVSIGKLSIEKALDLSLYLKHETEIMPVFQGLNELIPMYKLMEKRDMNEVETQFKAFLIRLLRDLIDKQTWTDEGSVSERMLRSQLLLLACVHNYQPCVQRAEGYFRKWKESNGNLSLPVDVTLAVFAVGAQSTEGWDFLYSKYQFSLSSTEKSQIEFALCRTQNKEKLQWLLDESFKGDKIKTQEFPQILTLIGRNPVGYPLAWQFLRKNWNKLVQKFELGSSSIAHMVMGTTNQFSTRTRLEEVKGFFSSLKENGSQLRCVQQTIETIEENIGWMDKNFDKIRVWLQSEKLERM
Xi reactivation = activators of inactive X chromosome reactivation, primary screen, imaging, XiGFP fibroblasts, GFP high-content imaging, set 2 | XiGFP mouse fibroblasts, % GFP-positive cells imaging, 3 d; cells co-treated with 5-aza-dC sensitizer; scaled so ellipticine positive control = 100% | activation, % at 7.58 µM | 360,000 compounds, 0.055% hits;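 active = mean normalized replicate activation at least 10% and every replicate at or above 10%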;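 also: 0% = median of on-plate neutral control wells and 100% = ellipticine 6 µM median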
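assay system = SV40-immortalized XiGFP fibroblast cells, line 68-5-11 | buffer or medium = DMEM plus 5-aza-dC sensitizer | doses = single-point pinned compound dosing | times = 3-day compound exposure, then 15 min fixation at room temperature | benchmarks = positive control ellipticine, 6 µM final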
PGC1a acetyl inh = inhibitors of PGC1a acetylation signal, primary screen, cell-based, U2OS, AlphaScreen, inhibitor mode. AlphaScreen anti-acetyl-lysine; with virally co-expressed GCN5 acetyltransferase. AID 651687, 2012. inhibition, % at 15.6 µM. 350,000 compounds, 0.17% hits;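 active = every replicate shows inhibition of at least 40%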;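 also: 0% = neutral control wells and 100% = positive control wells; some results beyond the cut were filed as inactive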
Cneo AK release = Cryptococcus neoformans cell lysis inducers, primary screen, AK release luminescence, single concentration. C. neoformans lysis, adenylate kinase release luminescence, 4 h; normalised: neutral wells 0, clomiphene wells 100. lysis activity, % at 15 µM. 360,000 compounds, 0.2% hits. AID 651654, 2012;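 active = mean lysis activity across replicates of at least 80%, whatever share of replicates individually reach that level; inactive = mean lysis activity below 80%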
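Signal: Adenylate kinase release luminescence | Assay system: Log-phase Cryptococcus neoformans yeast cells | Input: Cells at 5 × 10^6 per mL | Buffer or medium: Fresh YPD growth medium | Compound: Single dose | Schedule: Static 4 h at 37 °C with compound, 1 h detection | Controls: Clomiphene | Read-out: Luminescence rise reflecting yeast cell lysis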
LGR2 inh = inhibitors of bursicon-induced LGR2 CRE-luciferase signal, primary screen, cell-based, HEK293, CRE-luciferase reporter, bursicon stimulation; Drosophila bursicon receptor LGR2 (rickets); bursicon-stimulated, 4 h; inhibition, % at 9.99 µM; 380,000 compounds, 0.35% hits;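 active = drop in luminescence signal, shown as inhibition above about 50% in the replicate tests, limit read from the data, passing the limit was not always enough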;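 also: agonist challenge used bursicon conditioned medium at about half maximal strength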
S100A4 inh HTS = inhibitors of S100A4-myosin IIA peptide binding, primary screen, biochemical, fluorescence polarization, TAMRA-MyoIIA peptide. 360,000 compounds, 0.14% hits. Protein S100-A4 (Homo sapiens), P26447. inhibition, % at 10.7 µM. AID 652163, 2013;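 active = mean inhibition of at least 70% across replicates, with every replicate also reaching that level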
Target sequence (P26447 whole entry, looked up): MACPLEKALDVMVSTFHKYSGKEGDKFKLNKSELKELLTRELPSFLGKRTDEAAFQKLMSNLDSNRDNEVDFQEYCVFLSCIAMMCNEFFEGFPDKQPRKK
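assay system = human S100A4 monomer with TAMRA-labelled myosin IIA peptide | also added = labelled myosin peptide probe, 5 nM | incubation = 5 min between mix addition and reading | control set = DMSO and TFP controls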
An asterisk follows results filed as active; . = no result given; & = joins results of further samples. Some of the compounds tested (hit frequency here may not be typical).

SMILES	C2C12 statin	SIRT5 inh	ERAP1 HTS inh	Xi reactivation	PGC1a acetyl inh	Cneo AK release	LGR2 inh	S100A4 inh HTS
CC(C)(C)OC(=O)N1CCC[C@H]1C(=O)N1CCC[C@H]1C(=O)NCc1ccc(F)cc1F	.	17*	-2	0.1	.	.	-21	-7
COCCCn1c(=O)c2sccc2n(Cc2cc(C(=O)OC)ccc2OC)c1=O	12	1	-3	-0.1	1	-5	-9	-2
COc1ccc(Cl)cc1NC(=O)Nc1ccccc1SC	7	.	.	0.1	.	.	8	-3
O=C(C[C@H]1CC[C@H](NC(=O)C2CC2)[C@@H](CO)O1)NCc1ccccc1Cl	-4	-4	-2	-0.3	7	-2	-3	3
O=C(c1ccc2c(c1)N(Cc1ccccc1F)C(=O)c1ccccc1S2(=O)=O)N1CCCC1	17	1	-1	0.1	0	0	-1	-1
COc1ccccc1S(=O)(=O)N[C@H]1CC[C@@H](CCNC(=O)C2CC2)O[C@H]1CO	0	-4	1	-0.2	7	1	-2	-4
C[C@H](CO)N1C[C@H](C)[C@@H](CN(C)S(=O)(=O)c2ccccc2)OCCCC[C@H](C)Oc2ccc(NC(=O)C3CCCCC3)cc2C1=O	.	6	1	0.1	0	-1	-10	-1
COc1ccc(-c2nc3c4ccccc4ccn3c2Cc2ccsc2)cc1OC	-1	-1	.	0.1	-12	0	-42	-5
O=C(Nc1ccc2c(c1)OCCO2)N1CCN(Cc2ccccc2)CC1	-2	-1	1	-0.1	-24	-9	-37	1
O=C(Nc1ccc2c(c1)OCCO2)c1ccccc1	-19	-5	5	.	-3	-3	.	-3
O=C(Nc1nccs1)[C@H]1[C@H](CO)[C@H]2Cn3c(cccc3=O)[C@H]2N1C(=O)C1CCCC1	.	-3	2	-0.1	-2	.	-1	-22
CC1(C(=O)NCCCNc2ncc(C(F)(F)F)cc2Cl)C=CCN1C(=O)c1ccccc1 (stereo unspecified)	6	-5	-1	0.0	-20	1	-11	0
COc1ccc(S(=O)(=O)N2CCN(C(=O)CCSc3ccccc3)CC2)cc1	-23	-2	0	0.1	-7	0	3	-4
CCOCc1cn(CC(=O)c2ccc([N+](=O)[O-])cc2)c(C)nc1=N	-2	.	.	.	-3	1	-5	.
C[C@H](O)C#Cc1ccc([C@H]2[C@@H](CO)N3CCCCN(C(=O)c4ccc(F)cc4)C[C@@H]23)cc1	.	-4	1	-0.1	-14	-3	5	15
Cc1nc(CN2CCN(Cc3nc(C(c4ccccc4)c4ccccc4)no3)CC2)cs1	.	-3	-12	0.0	0	.	8	-5
COc1ccc(C(=O)OCC(=O)Nc2c(C)cccc2C)cc1	-7	-1	-5	7.9	11	.	-10	10
COc1ccc(C(=O)Oc2c(OC)cc(C(=S)N3CCOCC3)cc2OC)cc1	4	-7	3	0.2	-1	1	19	-11
C[C@@H]1CN([C@@H](C)CO)S(=O)(=O)c2ccc(C3=CCCCC3)cc2O[C@@H]1CN(C)C(=O)C1CCCCC1	-70	6	0	-1.0	3	1	16	1
Cc1ccc(S(=O)(=O)Nc2ccc3c(c2)CC(=O)N([C@@H](C)CO)C[C@@H](C)[C@@H](CN(C)C(=O)Nc2cccc4ccccc24)O3)cc1	32	2	-4	-0.6	-14	-7	0	1
COc1cccc(C(NC(C)=O)c2nc(-c3cccnc3)cs2)c1 (stereo unspecified)	17	-1	6	0.0	3	1	-12	3
Cc1nn(C)c(Cl)c1C(=O)NCC(=O)NCc1ccccc1	-2	-4	-1	0.0	-5	14	3	-1
C=CCNC(=S)Nc1ccc(N(C)C)cc1	.	.	2	1.1	9	.	-51	2
COc1ccc(S(=O)(=O)Nc2ccc3c(c2)C(=O)N([C@@H](C)CO)C[C@@H](C)[C@H](CN(C)Cc2ccncc2)O3)cc1	-7	-5	-6	-0.1	8	-1	2	-5
CCOc1ccc(NC(=O)c2ccc(NS(=O)(=O)c3cccs3)cc2)cc1	-107	-6	-6	-0.1	-1	1	-8	-3

The listing continues:
SMILES	C2C12 statin	SIRT5 inh	ERAP1 HTS inh	Xi reactivation	PGC1a acetyl inh	Cneo AK release	LGR2 inh	S100A4 inh HTS
Cc1nc(-c2cccc(NS(=O)(=O)c3cccc4ccccc34)c2)cs1	31	.	.	.	2	6	0	.
CCOc1ccc(CNC(=O)CCS(=O)(=O)c2ccc3c(c2)oc(=O)n3C)cc1	2	-3	-3	0.0	6	3	-12	1
COc1ccccc1N(C)S(=O)(=O)c1ccc(C(=O)N2CCCc3ccccc32)cc1	-28	0	2	0.1	.	1	-3	-2
C[C@@H]1CCCCO[C@H](CN(C)Cc2ccc3c(c2)OCO3)[C@H](C)CN([C@@H](C)CO)C(=O)c2cc(NC(=O)Cc3ccccc3)ccc2O1	.	.	.	0.3	-4	1	-13	.
Cc1ccccc1C(=O)N/N=C/c1cccc2ccccc12	-11	-2	-2	0.2	1	0	-32	-2
C[C@H](CO)N1C[C@H](C)[C@@H](CN(C)C(=O)Nc2ccc3c(c2)OCO3)Oc2c(NS(=O)(=O)c3cn(C)cn3)cccc2C1=O	10&-2	1	-2	0.0&-0.1	7	-1&7	4&-26	13&-1
CCNC(=O)C[C@H]1C=C[C@@H](NS(=O)(=O)c2ccc(F)cc2)[C@H](CO)O1	3	0	1	-0.3	-1	-2	16	4
COc1ccc(CN(C)C[C@H]2OCCCC[C@H](C)Oc3ccc(NC(=O)C4CCCCC4)cc3C(=O)N([C@H](C)CO)C[C@@H]2C)cc1	.	8	3	0.0	3	5	15	1
COc1ccc(NC(=O)Nc2ccc3c(c2)CC(=O)N([C@@H](C)CO)C[C@H](C)[C@H](CN(C)S(=O)(=O)c2ccc(OC)cc2)O3)cc1	-17	-1	1	0.1	8	-2	-11	14
COc1ccc(CN(C)C[C@H]2OCCCC[C@@H](C)Oc3ccc(NS(=O)(=O)c4ccc(Cl)cc4)cc3C(=O)N([C@H](C)CO)C[C@@H]2C)cc1	.	2	-3	0.0	2	-1	.	-4
O=C(C[C@H]1C=C[C@H](NC(=O)Nc2cc(F)ccc2F)[C@@H](CO)O1)Nc1ccccc1	8	2	1	0.2	-1	2	2	-7
Cn1c(CSCc2ccc(F)cc2)n[nH]c1=S	0	-1	0	0.0	.	-1	7	1
COc1ccc(C2CC(O)(c3ccccc3)Oc3cc(OC)ccc32)cc1 (stereo unspecified)	24	2	2	0.2	-9	-3	2	2
CCCCN(C(=O)CSc1nnnn1-c1ccccc1OC)C1CCS(=O)(=O)C1 (stereo unspecified)	-20	-2	-1	0.1	.	.	-4	3
CN(CC(=O)NCCc1ccc(S(N)(=O)=O)cc1)CC(=O)Nc1ccc(Cl)cc1	.	3	-1	0.3	.	.	-4	-2
CC(C)C[C@H]1CN([C@@H](Cc2ccccc2)CN2CCC[C@H]2CN2C(=O)C(=O)NC[C@@H]2Cc2ccc(O)cc2)C(=O)C(=O)N1CC1CCCCCC1	.	-1	14	0.0	.	.	5	-1
C[C@H](CO)N1C[C@H](C)[C@@H](CN(C)C(=O)Nc2cc(F)ccc2F)Oc2ncc(-c3cccc(F)c3)cc2C1=O	-1&-12&-6	-2&-2	5&-1&0	0.2&-0.6	-7&9&-10	-1&3&6	-13&7	1&7&1
O=C(/C=C/c1ccc(F)cc1)N1CCCc2ccccc21	.	0	5	0.1	.	.	-60	7
N#C/C(=C(/O)CSc1ccccn1)c1nc2ccccc2s1	.	1	2	0.2	-9	.	-28	0
NC(=O)c1ccc(NC(=O)COc2cccc3c2CCNC3=O)cc1	-7	0	-2	0.4	.	0	-5	1

Laid out differently: 14 of the compounds above.
canonical_smiles,C2C12 statin,SIRT5 inh,ERAP1 HTS inh,Xi reactivation,PGC1a acetyl inh,Cneo AK release,LGR2 inh,S100A4 inh HTS
CC(C)(C)OC(=O)N1CCC[C@H]1C(=O)N1CCC[C@H]1C(=O)NCc1ccc(F)cc1F,.,17*,-2,0.1,.,.,-21,-7
COCCCn1c(=O)c2sccc2n(Cc2cc(C(=O)OC)ccc2OC)c1=O,12,1,-3,-0.1,1,-5,-9,-2
COc1ccc(Cl)cc1NC(=O)Nc1ccccc1SC,7,.,.,0.1,.,.,8,-3
O=C(C[C@H]1CC[C@H](NC(=O)C2CC2)[C@@H](CO)O1)NCc1ccccc1Cl,-4,-4,-2,-0.3,7,-2,-3,3
O=C(c1ccc2c(c1)N(Cc1ccccc1F)C(=O)c1ccccc1S2(=O)=O)N1CCCC1,17,1,-1,0.1,0,0,-1,-1
COc1ccccc1S(=O)(=O)N[C@H]1CC[C@@H](CCNC(=O)C2CC2)O[C@H]1CO,0,-4,1,-0.2,7,1,-2,-4
C[C@H](CO)N1C[C@H](C)[C@@H](CN(C)S(=O)(=O)c2ccccc2)OCCCC[C@H](C)Oc2ccc(NC(=O)C3CCCCC3)cc2C1=O,.,6,1,0.1,0,-1,-10,-1
COc1ccc(-c2nc3c4ccccc4ccn3c2Cc2ccsc2)cc1OC,-1,-1,.,0.1,-12,0,-42,-5
O=C(Nc1ccc2c(c1)OCCO2)N1CCN(Cc2ccccc2)CC1,-2,-1,1,-0.1,-24,-9,-37,1
O=C(Nc1ccc2c(c1)OCCO2)c1ccccc1,-19,-5,5,.,-3,-3,.,-3
O=C(Nc1nccs1)[C@H]1[C@H](CO)[C@H]2Cn3c(cccc3=O)[C@H]2N1C(=O)C1CCCC1,.,-3,2,-0.1,-2,.,-1,-22
CC1(C(=O)NCCCNc2ncc(C(F)(F)F)cc2Cl)C=CCN1C(=O)c1ccccc1 (stereo unspecified),6,-5,-1,0.0,-20,1,-11,0
COc1ccc(S(=O)(=O)N2CCN(C(=O)CCSc3ccccc3)CC2)cc1,-23,-2,0,0.1,-7,0,3,-4
CCOCc1cn(CC(=O)c2ccc([N+](=O)[O-])cc2)c(C)nc1=N,-2,.,.,.,-3,1,-5,.
